Rin1 Abl inh: inhibitors of Rin1-Abl protein binding, primary screen, biochemical, TR-FRET; Tyrosine-protein kinase ABL1 (Homo sapiens) + Ras and Rab interactor 1 (Homo sapiens), …; inhibition, % at 7.35 µM; 360,000 tested, 0.4% active; AID 588664, 2011; in the data active = inhibition above about 5%, passing the limit was not always enough
FAS TE block: FAS thioesterase domain inhibitors, primary screen, biochemical, fluorescence intensity, uHTS. recombinant FAS-TE, OMFH fluorogenic substrate, fluorescence endpoint. Fatty acid synthase (Homo sapiens), P49327. 360,000 tested, 0.67% active. inhibition, % at 15 µM;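 active = compounds whose normalised, plate-corrected inhibition of enzyme fluorescence in the single-dose primary screen is 50% or more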;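 note: 0% = DMSO with enzyme and 100% = substrate without enzyme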
bovine MsrA act: bovine MsrA enzyme activators, primary screen, biochemical, absorbance, HTS; 360,000 tested, 0.3% active; Methionine sulfoxide reductase A (Bos taurus); purified bovine MsrA, absorbance read-out; AID 602163, 2012; activation, % at 10.6 µM; in the data active = activation above about 7.5%;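 note: 0% = vehicle and 100% = reference activator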
SKN-1 block: suppressors of acrylamide-induced Pgst-4::GFP reporter in worms, primary screen, SKN-1 inhibitor project, whole organism, uHTS, GFP/RFP fluorescence ratio, strain VP596. inhibition, % at 21.8 µM. 360,000 tested, 0.49% active. C. elegans VP596 Pgst-4::GFP/RFP ratio, 24 h;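 active = interference check ratio from 0.5 to 1.5 plus GFP to RFP signal ratio inhibition reaching or exceeding a fixed threshold, cut at about 30% in these data, passing the limit was not always enough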; note: some compounds called inactive have numbers as strong as hits
eLon inh: inhibitors of E. coli Lon protease, primary screen, biochemical, fluorescence polarization; purified E. coli Lon protease; inhibition, % at 7.94 µM; 360,000 tested, 0.42% active; AID 602123, 2011; in the data active = inhibition above about 13%, passing the limit was not always enough;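 note: 0% = enzyme with probe and DMSO and 100% = no enzyme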
MT1-MMP act inh: blockers of MT1-MMP proenzyme processing, primary screen, HT1080 RFP-PRO-GFP cells, GFP/RFP fluorescence | Matrix metalloproteinase-14 (Homo sapiens), P50281 | AID 651647, 2012 | GFP/RFP ratio change, % at 20 µM | 360,000 tested, 0.061% active | GFP/RFP ratio fluorescence, overnight; percent of plate control window, DMSO zero;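 active = GFP/RFP ratio change of at least 30% with cell ATP level not reduced by more than half and red fluorescence within 50% of control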; note: strong numbers were not always called active
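Material: RFP-PRO-GFP reporter HT1080 cells. Dosing: single-point 20 µM compound, 1% DMSO. Controls: DMSO and RFP-L50D-GFP cell wells. Timing: cells overnight before dosing, compound overnight, 37 °C, 5% CO2. Measure: GFP/RFP fluorescence ratio.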
Neddyl block: inhibitors of cullin neddylation, primary screen, biochemical, TR-FRET, uHTS, NAE and Ubc12 | NEDD8-conjugating enzyme Ubc12 (Homo sapiens) + NEDD8-activating enzyme E1 regulatory … | calls only at 25 µM | 360,000 tested, 0.58% active | AID 651699, 2012; in the data active = inhibition above about 36%
MLLE-PAM2 inh: inhibitors of PABP1 MLLE–PAM2 peptide binding, primary screen, biochemical, fluorescence polarization, FITC-PAM2, GST-MLLE; Polyadenylate-binding protein 1 (Homo sapiens), P11940; AID 588489, 2011; inhibition, % at 20 µM; 360,000 tested, 0.36% active; in the data active = inhibition above about 35%, passing the limit was not always enough;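 note: plate controls were DMSO wells with GST-MLLE for no effect and wells lacking GST-MLLE protein for full effect; some results filed as inactive read as strong as hits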
Target sequence (P11940 whole entry, looked up): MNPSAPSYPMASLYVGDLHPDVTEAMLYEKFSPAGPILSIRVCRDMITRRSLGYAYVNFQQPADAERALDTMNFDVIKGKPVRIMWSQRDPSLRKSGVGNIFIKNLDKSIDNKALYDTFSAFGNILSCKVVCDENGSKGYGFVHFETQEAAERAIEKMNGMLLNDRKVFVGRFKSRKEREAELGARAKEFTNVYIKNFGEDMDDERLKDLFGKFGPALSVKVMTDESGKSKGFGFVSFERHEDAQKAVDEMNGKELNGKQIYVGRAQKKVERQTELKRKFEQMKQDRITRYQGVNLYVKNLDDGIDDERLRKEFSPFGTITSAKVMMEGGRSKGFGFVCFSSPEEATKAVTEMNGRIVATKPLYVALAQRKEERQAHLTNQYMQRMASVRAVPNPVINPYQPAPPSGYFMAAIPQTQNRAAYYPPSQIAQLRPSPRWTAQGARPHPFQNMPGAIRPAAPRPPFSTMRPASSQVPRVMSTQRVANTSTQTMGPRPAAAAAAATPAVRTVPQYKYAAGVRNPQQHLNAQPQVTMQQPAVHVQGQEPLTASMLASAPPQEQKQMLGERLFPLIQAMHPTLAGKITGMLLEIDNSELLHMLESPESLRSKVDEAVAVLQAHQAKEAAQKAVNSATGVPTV
CendR NRP1 mod: modulators of CendR peptide binding to NRP-1, primary screen, biochemical, fluorescence polarization, uHTS; inhibition, % at 25 µM; 360,000 tested, 0.85% active; Neuropilin-1 (Homo sapiens), O14786; FAM-RPARPAR peptide binding to NRP-1;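 active = inhibition or corrected inhibition above about 18%, plus a signal ratio from 0.5 to 1.5, limit read from the data, passing the limit was not always enough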; note: strong numbers were not always called active
Starred values were filed as active, the others as inactive; i = inactive; nt = no result given.

SMILES	Rin1 Abl inh	FAS TE block	bovine MsrA act	SKN-1 block	eLon inh	MT1-MMP act inh	Neddyl block	MLLE-PAM2 inh	CendR NRP1 mod
Cc1ccc(OCC(=O)Nc2ccc(N3CCN(C(=O)c4ccco4)CC3)cc2)c(C)c1	-2	10	-4	1	-1	-10	i	-10	-3
O=C(CCCSc1nc2ccccc2[nH]1)Nc1nnc(C2CC2)s1	-2	-10	-9	-4	-13	1	i	-37	-17
COc1cccc(CNCc2ccc(SC)cc2)c1OC	0	0	3	4	-12	1	i	6	9
C[C@@H]1CN([C@@H](C)CO)C(=O)CCCn2nncc2CO[C@H]1CN(C)S(=O)(=O)c1ccc(-c2ccccc2)cc1	9	-5	-11	0	-8	-1	i	-1	-9
CC1(C)CC(=O)c2cc(OCC(=O)N3CCOCC3)ccc2O1	0	-10	-9	26	3	-5	nt	-1	2
CCOC(=O)c1c(NC(=O)CSc2nnc3c(Cl)cc(Cl)cn23)sc2c1CCC2	-3	20	-1	13	-5	1	i	-76	0
C(=N\Nc1nc2ccccc2[nH]1)/c1cccs1	0	-11	-1	-27	0	-2	i	-100	4
Cc1ccc(S(=O)(=O)N(C)c2ccc(OCC(=O)OCc3cccc(Br)c3)cc2)cc1	-2	28	-3	4	2	-1	i	-4	5
CCN(CC)c1ccc(C(=O)NC(=S)Nc2cc(S(=O)(=O)N3CCOCC3)ccc2-n2cncn2)cc1	-2	-13	1	-1	5	-1	i	-1	-8
CN(C)C(=O)CCc1ccc2c3c([nH]c2c1)[C@]1(C)[C@@H](C(=O)N2CCCCC2)C[C@H](CC(=O)NCc2cccc(C(F)(F)F)c2)C(=O)N1CC3	0	-7	0	9	13	nt	i	11	0
COC(=O)COc1ccc(C(c2c(C)[nH][nH]c2=O)c2c(C)[nH][nH]c2=O)cc1	-3	1	0	-20	8	2	i	1	6
Cc1[nH]c(=O)[nH]c(=O)c1CSCC(=O)OCC(=O)c1ccc(Br)cc1	5	-6	-2	-6	4	-1	i	1	4
CCOC(=O)C(NC(=O)c1ccccc1OCC)(Nc1ncccn1)C(F)(F)F (centres undefined)	0	13	-10	9	-11	-6	i	12	2
CC1=C(C(=O)O)N2C(=O)C(NC(=O)c3ccn(C)n3)C2SC1 (centres undefined)	1	-4	-1	12	-3	-2	i	49*	4
CCOC(=O)N1CCN(Cc2cc(=O)oc3cc4c(cc23)CCC4)CC1	1	1	-2	-8	-8	5	i	4	-2
CCOc1ccc(CSCCNC(=S)Nc2ccccc2)cc1	1	14	-3	8	2	2	i	-36	-1
Cc1nnc(SCC(=O)Nc2ccc(-c3nc4ccccc4s3)cc2)s1	-2	-3	-3	7	-10	0	i	0	-4
O=C(c1ccc2c(c1)OCO2)C1CCCN(Cc2cn[nH]c2-c2ccccc2)C1 (centres undefined)	-1	3	-1	-1	-1	-1	i	-5	-10
COc1ccccc1N=Nc1[nH]c2ccc(C)cc2c1O	-2	-4	-4	10	-3	0	i	-108	-20
CCOCCCNC(=O)c1oc2ccc3c(c2c1C)C(O)CC(C)(C)O3 (centres undefined)	1	-5	-2	3	-5	5	nt	-7	3
CN1CCN(S(=O)(=O)c2ccc(C(=O)Nc3ccccc3)cc2)CC1	-1	-6	-3	-5	-6	1	i	-2	-4
Cc1ccc(NC(=O)Nc2ccc(Cl)cn2)cc1	-3	-10	-3	4	-18	0	i	-5	11
CCn1c(=O)cc(OCC(=O)NCCc2cccc(C)c2)c2ccccc21	-2	10	-3	4	1	10	i	6	5
CC(=O)Nc1ccc(S(=O)(=O)N/N=C/c2ccc(C)o2)cc1	2	-5	-12	-15	0	5	i	-39	-6
S=C(Nc1ccccc1)Nc1cccc(Br)c1	4	0	-1	21	5	-1	i	21	13
COc1cccc(-c2csc(N3CCN(C(=O)Nc4ccc(Cl)cc4)CC3)n2)c1	0	26	0	8	-8	-4	i	14	-9
COc1ccccc1C(=O)Nc1ccc(OC(C)C(=O)N2CCOCC2)cc1 (centres undefined)	0	-4	-1	15	5	-3	i	-10	-1
CCCCS(=O)(=O)NC1=NCN(CC)CN1	3	-11	-5	-1	-13	4	i	10	6
CCSc1nnc(NC(=O)NCC(F)(F)F)s1	2	-6	-4	-5	-1	-2	i	14	3
O=S(=O)(c1ccccc1)N1CCN(Cc2ccccc2C(F)(F)F)CC1	1	15	-5	13	0	-4	i	2	7
CCCCN(CC(O)COc1cccc(C)c1)CC(O)COc1cccc(C)c1 (centres undefined)	2	2	1	-15	-7	4	i	8	8
Cc1ccc(Cn2nc(C)c(NC(=O)c3nn(C)cc3Cl)c2C)cc1	0	-1	-10	-38	-1	3	i	0	2
CCN1CCN(C(c2ccccc2)c2nnnn2C(C)(C)C)CC1 (centres undefined)	nt	-10	-2	2	1	4	i	nt	-1
O=C(O)c1cccc2c(/C=N/Nc3ccccn3)c[nH]c12	0	-11	-4	-7	6	-5	i	10	-4
CCOC(=O)N1CCN(c2c(NCCc3ccc(OCC)c(OCC)c3)c(=O)c2=O)CC1	1	-5	-3	14	0	-4	i	-4	-2
Cc1ccc(S(=O)(=O)N(C)C[C@H]2Oc3c(NC(=O)Nc4cccc5ccccc45)cccc3C(=O)N([C@@H](C)CO)C[C@@H]2C)cc1	-2	35	-1	-2	-7	2	i	14	2
CN(CC(=O)Nc1ccccc1Cl)C(=O)COC(=O)c1nc(Cl)c(Cl)c(Cl)c1Cl	3	14	-3	7	-6	1	i	-27	9
O=C(Nc1ccc(O)c(C(=O)O)c1)c1ccc2c(c1)C(=O)N(CC1CCCO1)C2=O (centres undefined)	-2	-2	6	2	0	5	i	1	-9
CN(C)CCSc1nc(-c2ccccc2)nc2c1CCCC2	2	4	0	5	0	-3	i	4	7
C/C(=N\NC(=O)CSCc1ccc(Cl)cc1)c1ccc(NC(=O)c2ccccc2)cc1	1	-16	1	-24	11	4	i	2	1
COc1ccc(-n2c(CN3CCN(c4ccccc4)CC3)nc3ccc([N+](=O)[O-])cc3c2=O)c(OC)c1	3	25	-1	19	-6	-3	i	7	-3
CCOC(=O)c1cc(-c2ccccc2)sc1NC(=S)Nc1cc(C)ccn1	2	-2	-1	-23	-2	-1	i	-26	-39
COC(=O)c1sc(S(=O)(=O)N2CCC(C)CC2)c(C(=O)OC)c1C	-1	18	0	17	-2	-1	i	3	0
O=C(c1cc([N+](=O)[O-])ccc1Cl)N1c2ccccc2Sc2ccccc21	4	34	-1	29	-5	-11	i	-10	4
CCCCOc1ccc(C(=O)N(C)CC(=O)Nc2ccc(C)cc2)cc1	-2	0	-1	-3	2	2	i	-4	6
C#CCSc1nc(-c2ccccc2)cc(C(F)(F)F)c1C#N	-1	16	-3	0	2	-19	i	-25	-2
CCOc1ccc(-c2nn[nH]n2)cc1OCC	-2	-3	-1	11	0	3	i	-9	1
Cc1cc2nc3s/c(=C/c4ccc(-c5ccccc5C(=O)O)o4)c(=O)n3c2cc1C	1	-56	-8	5	-26	-61	i	-143	-115

Full records from above.
CN(C)CCSc1nc(-c2ccccc2)nc2c1CCCC2 is entered as Rin1 Abl inh: 2; FAS TE block: 4; bovine MsrA act: 0; SKN-1 block: 5; eLon inh: 0; MT1-MMP act inh: -3; Neddyl block: i; MLLE-PAM2 inh: 4; CendR NRP1 mod: 7
O=C(c1cc([N+](=O)[O-])ccc1Cl)N1c2ccccc2Sc2ccccc21 is entered as Rin1 Abl inh: 4; FAS TE block: 34; bovine MsrA act: -1; SKN-1 block: 29; eLon inh: -5; MT1-MMP act inh: -11; Neddyl block: i; MLLE-PAM2 inh: -10; CendR NRP1 mod: 4

The results go on.
SMILES	Rin1 Abl inh	FAS TE block	bovine MsrA act	SKN-1 block	eLon inh	MT1-MMP act inh	Neddyl block	MLLE-PAM2 inh	CendR NRP1 mod
COc1ccc(NC(=O)c2c(C)oc3c2CCCC3)cc1	0	1	1	6	2	-2	i	7	-17
Cc1ccc(OCCN(C)C(=O)CC2C(=O)NCCN2CC(C)(C)C)cc1 (centres undefined)	-1	-5	6	8	-2	0	i	-10	-6
Cc1ccc(S(=O)(=O)NCCC(=O)OCC(=O)N(Cc2ccccc2)C(C)(C)C)cc1	0	19	-1	1	-16	1	i	10	5
CC(CNC(=O)c1cc(Cl)ccc1[N+](=O)[O-])NC(=O)c1cc(Cl)ccc1[N+](=O)[O-] (centres undefined)	1	-5	-5	-22	-3	5	i	-6	-143
COc1ccc(N2C(=NC(=O)C3CCCCC3)SC3CS(=O)(=O)CC32)cc1Cl (centres undefined)	2	17	-3	22	-1	2	i	9	-2
Cc1ccc(NC(=O)Cn2nnc(C(=O)NCCc3ccccc3)c2N)cc1Cl	2	0	-4	-7	-1	1	i	-2	-5
COc1ccc(CN(C)C(=O)c2cccc(C(=O)N(C)Cc3ccc(OC)cc3)c2)cc1	-1	-3	-2	-2	4	0	i	-4	3
COCCNc1nc(NCCCN2CCCC2=O)c2sccc2n1	-1	-5	-2	4	-2	5	i	17	-1
Cc1cccc2cc(C(c3nnnn3C3CCCC3)N3CCOCC3)c(=O)[nH]c12 (centres undefined)	-2	-2	-3	-3	1	-7	i	16	-7
Cc1ccc(NC(=O)CSc2nc3ccccc3c3nc(CCc4c(C)n[nH]c4C)nn23)cc1F	4	5	-11	-7	-5	-2	i	-14	4
CCOC(=O)/C=C/C(=O)OCC(=O)Nc1cccc(Cl)c1Cl	5	-1	-9	-6	0	2	i	9	4
Cc1ccc(S(=O)(=O)N/N=C2/CCCCC2C2CCCCC2)cc1[N+](=O)[O-] (centres undefined)	3	31	-7	-2	-1	2	i	1	6
Cc1ccc(/C=N/n2c(C)nnc2C)cc1	-2	-5	-2	12	10	1	i	-2	-2
COc1ccccc1NC(=S)NCCc1ccc(OC)c(OC)c1	3	-4	0	19	0	2	i	4	7
C1CCN2C[C@@H]3C[C@@H](CN4CCCC[C@@H]34)[C@H]2C1	1	0	-1	8	-3	3	i	-10	12
CCOC(=O)CNC(=O)N1CCCC(CCC(=O)NCc2ccc(F)c(F)c2)C1 (centres undefined)	-1	-5	-1	3	-3	0	i	14	6
COc1cc(/C=N/NC(=O)COc2ccc(Cl)cc2)ccc1OS(=O)(=O)c1ccc(C)cc1	-1	29	3	0	0	-2	i	-5	3
O=C(O)CSc1ncnc2c1sc1nc(-c3ccccc3)c3c(c12)CCC3	-3	44	-1	14	8	-1	i	-10	-109
Cn1nccc1C(=O)NC1CCN(Cc2ccccc2)CC1	1	-4	-3	-9	-5	2	i	8	1
COc1ccc2c(c1)C(NS(=O)(=O)OCC(Cl)(Cl)Cl)CCC2 (centres undefined)	0	28	-2	-6	8	1	i	-1	21*
CCCc1nnc(SCC(=O)N2CCOCC2)n1C	4	-5	-3	-15	-6	0	i	13	11
CCNC(=S)N/N=C(\C)c1ccc(Cl)s1	-2	6	-4	-3	-7	0	i	26	-2
NC(=O)CSc1nc2sc(-c3ccccc3)cc2c(=O)n1N	-8	1	-1	12	4	4	i	-14	-2

Marked active in CendR NRP1 mod, among the entries above:
Compound	Rin1 Abl inh	bovine MsrA act	SKN-1 block	eLon inh	MT1-MMP act inh	Neddyl block	MLLE-PAM2 inh	CendR NRP1 mod
COc1ccc2c(c1)C(NS(=O)(=O)OCC(Cl)(Cl)Cl)CCC2 (centres undefined)	0	-2	-6	8	1	i	-1	21*
